NR5A2 inv ag = suppresses constitutive activity of human LRH-1. O00482. HEK293T StAR-luciferase reporter, LRH-1 transfected, 24 h. inhibition, % at 3.6 µM. 360,000 tested, 0.13% active. AID 602396;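 active = inhibition above the mean inhibition of all tested compounds plus 3 SD, cut at about 73% in these data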;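 also: 0% = DMSO wells and 100% = reporter-only cells lacking LRH-1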
SRC2 inh = inhibits human steroid receptor coactivator 2; Q15596; HEK293 GAL4-SRC2 luciferase reporter, luminescence; inhibition, % at 9 µM; 370,000 tested, 0.17% active;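 active = inhibition above the mean inhibition of all tested compounds plus 3 SD, set per campaign, cut at about 52% in these data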;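 also: 0% = DMSO treated cells and 100% = cells given Gossypol at 36 µM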
SRC3 inh = human NCOA3 inhibition. Q9Y6Q9. HEK293 GAL4-SRC3 luciferase reporter, luminescence. inhibition, % at 3.6 µM. 360,000 tested, 0.17% active. AID 588352;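 active = inhibition above a per-campaign cutoff, the mean of all compounds plus 3 SD, cut at about 60% in these data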;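 also: 0% = DMSO-treated cells and 100% = gossypol-treated cells at 36 µM; higher means less SRC3-driven luciferase light from the GAL4 reporter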
KKLEB tox = counter-screen for CF NF-kB inhibitors: cytotoxicity; KKLEB CF airway cells viability, ATPlite luminescence, overnight; stronger effect = lower value; cells stimulated with P. aeruginosa culture filtrate; activity change (cytotoxicity), % at 5 µM; 360,000 tested, 0.36% active; AID 602141;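 active = corrected activity change at or below -50% at 5 µM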
TRAIL sens C8 = sensitizes caspase-8 expressing cells to TRAIL; NB7+C8 cells + TRAIL, ATPlite viability luminescence; 360,000 tested, 1% active; inhibition (viability loss, TRAIL sensitization), % at 10 µM; AID 624354;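 active = compounds causing at least 50% loss of cell viability in the single-dose screen, relative to plate controls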
TWEAK Fn14 block = inhibitors of TWEAK-Fn14 interaction signaling | TWEAK-stimulated Fn14 reporter cells, luciferase luminescence, 8 h | inhibition, % at 10 µM | 360,000 tested, 2% active; in the data active = inhibition above about 50%
NR2F2 inh = inhibitors of human COUP-TFII (NR2F2) | inhibition, % at 8.6 µM | P24468 | HEK293T NGFI-A luciferase reporter, luminescence | 370,000 tested, 0.7% active;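 active = inhibition above a per-plate cutoff, mean inhibition of test wells between control levels plus 3 SD, cut at about 38% in these data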;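 also: cells cotransfected with COUP-TFII expression vector driving the NGFI-A reporter; 0% = median of COUP-TF2 test wells and 100% = reporter-only cells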
TROY signal inh = inhibitors of TROY-dependent NF-kB signaling; inhibition, % at 10 µM; AID 1347056; Q293 LMP1-TROYcd NF-kB luciferase reporter, 4 h; 360,000 tested, 0.98% active;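 active = compounds whose plate-normalised and pattern-corrected inhibition of the luciferase reporter signal at the single screening dose is 50% or more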
CF NFkB block = inhibitors of cystic fibrosis induced NF-kB; KKLEB NF-kB-GFP reporter, PAF-induced, GFP fluorescence overnight; inhibition, % at 5 µM; 360,000 tested, 0.86% active; AID 588850;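 active = at least 50% inhibition at 5 µM, scaled per plate between neutral and stimulator controls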;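 also: PAF is a Pseudomonas aeruginosa culture filtrate used as stimulus; plate controls were PAF-stimulated DMSO wells for no effect and unstimulated DMSO wells for full effect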
LMP1 NFkB inh = Epstein-Barr LMP1 NF-kappaB reporter inhibition. LMP1-induced NF-kappaB luciferase reporter cells, luminescence. inhibition, % at 12.5 µM. 350,000 tested, 0.69% active; in the data active = inhibition above about 41%;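 also: 0% = neutral control wells and 100% = reference inhibitor control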
NCOA1 inh = inhibits human SRC1 coactivator; Q15788; HEK293 GAL4-SRC1 luciferase reporter, luminescence; inhibition, % at 3.6 µM; 360,000 tested, 0.12% active;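 active = inhibition above the campaign mean plus 3 SD, with each screening campaign given its own cutoff, cut at about 60% in these data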;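 also: 0% = DMSO treated cells and 100% = gossypol at 36 µM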
Target sequence (Q15788 whole entry, looked up, the tested form may be a part): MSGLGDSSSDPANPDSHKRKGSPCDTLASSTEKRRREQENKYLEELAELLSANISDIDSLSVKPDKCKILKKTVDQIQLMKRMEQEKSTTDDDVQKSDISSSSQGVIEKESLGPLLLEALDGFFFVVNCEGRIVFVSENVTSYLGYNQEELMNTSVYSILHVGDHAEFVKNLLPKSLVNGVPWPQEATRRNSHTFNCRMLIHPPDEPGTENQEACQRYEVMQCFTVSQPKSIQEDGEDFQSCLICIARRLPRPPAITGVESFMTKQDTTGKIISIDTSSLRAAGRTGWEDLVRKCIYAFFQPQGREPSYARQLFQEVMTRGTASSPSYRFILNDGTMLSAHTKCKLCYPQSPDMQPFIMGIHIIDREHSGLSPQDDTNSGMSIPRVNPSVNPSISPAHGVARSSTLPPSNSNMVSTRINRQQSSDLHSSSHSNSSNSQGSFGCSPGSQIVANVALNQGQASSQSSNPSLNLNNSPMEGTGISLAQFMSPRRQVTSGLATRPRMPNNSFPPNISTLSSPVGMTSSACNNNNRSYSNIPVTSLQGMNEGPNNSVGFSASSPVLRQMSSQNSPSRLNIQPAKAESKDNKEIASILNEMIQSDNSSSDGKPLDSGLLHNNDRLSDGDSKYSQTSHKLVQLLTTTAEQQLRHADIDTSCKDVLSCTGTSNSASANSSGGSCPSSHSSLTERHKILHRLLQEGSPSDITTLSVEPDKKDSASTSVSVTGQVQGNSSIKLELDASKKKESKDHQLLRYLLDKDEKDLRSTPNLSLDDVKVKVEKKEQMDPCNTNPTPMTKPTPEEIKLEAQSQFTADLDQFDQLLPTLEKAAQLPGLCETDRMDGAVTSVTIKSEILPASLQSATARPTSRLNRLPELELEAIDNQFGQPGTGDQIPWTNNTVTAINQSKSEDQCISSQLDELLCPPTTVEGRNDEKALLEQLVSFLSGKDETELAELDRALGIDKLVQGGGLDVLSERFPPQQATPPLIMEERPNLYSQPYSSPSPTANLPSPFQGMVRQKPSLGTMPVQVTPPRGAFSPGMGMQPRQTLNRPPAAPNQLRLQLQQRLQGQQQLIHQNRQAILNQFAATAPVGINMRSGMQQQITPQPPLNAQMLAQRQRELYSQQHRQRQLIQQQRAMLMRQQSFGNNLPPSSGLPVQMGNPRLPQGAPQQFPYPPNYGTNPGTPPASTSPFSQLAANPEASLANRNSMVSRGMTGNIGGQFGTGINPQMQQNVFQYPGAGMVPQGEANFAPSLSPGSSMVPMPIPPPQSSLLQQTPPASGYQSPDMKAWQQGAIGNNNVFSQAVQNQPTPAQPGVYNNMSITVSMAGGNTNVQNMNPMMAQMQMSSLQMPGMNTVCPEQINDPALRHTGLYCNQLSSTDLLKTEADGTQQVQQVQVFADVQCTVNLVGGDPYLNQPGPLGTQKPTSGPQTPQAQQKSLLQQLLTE
* hit, by the source's call; nt = not tested or not shown.

SMILES	NR5A2 inv ag	SRC2 inh	SRC3 inh	KKLEB tox	TRAIL sens C8	TWEAK Fn14 block	NR2F2 inh	TROY signal inh	CF NFkB block	LMP1 NFkB inh	NCOA1 inh
CCOC(=O)N1CCC(NC(=O)CCC(=O)c2ccccc2)CC1	14	1	14	5	-19	-1	7	10	-9	-3	14
CC(C)NC(=O)CCCn1c(=S)[nH]c2cc3c(cc2c1=O)OCO3	-16	-17	-15	-4	-5	-2	-7	3	1	4	16
Cc1cccc(NC(=O)Cn2c(=O)n3nc(CCn4nc(C)cc4C)nc3c3ccccc32)c1	7	8	16	4	5	0	-4	10	-37	0	4
N#Cc1cccn1-c1nccs1	9	-18	14	-8	-24	13	-16	28	-4	0	0
Cc1snc(SCc2ccc(F)cc2)c1C#N	5	-38	3	5	-3	-19	-18	-13	-7	2	3
CCCCc1ccc(S(=O)(=O)N2CCN(C(=O)c3ccco3)CC2)cc1	8	7	2	0	15	-3	5	16	6	-4	-17
O=C(CSc1nnc(Cn2c(=O)sc3ccccc32)n1-c1ccccc1)N1CCCC1	9	-15	1	4	7	15	4	8	-3	-4	-20
O=C(NNC(=S)Nc1ccc(F)c(Cl)c1)c1ccccc1Br	-54	-49	-31	-21	2	-15	-30	-26	13	-12	-49
O=C(Nc1ccc2[nH]ncc2c1)c1ccccc1Br	-60	-34	-57	-9	37	11	-28	-48	28	-7	-67
CS(=O)(=O)c1ccc(-c2nn[nH]n2)cc1	10	1	12	10	-4	-6	4	16	-17	4	-7
CCC(C)NC(=O)CSc1ncnc2sccc12 (stereo not drawn)	12	-14	7	5	-2	-15	-20	-2	-5	-22	-2
Cc1ccccc1NC1=NC(=S)N(c2ccccc2)C12CCOC(C)(C)C2 (stereo not drawn)	-4	-1	3	-30	-13	2	1	-21	12	-12	3
CCOC(=O)/C=c1\s/c(=C(\C#N)C(N)=O)n(-c2ccccc2)c1=O	10	-1	15	0	16	12	-21	8	3	3	-3
C[C@@H]1CN([C@@H](C)CO)C(=O)c2cccc(NS(=O)(=O)c3cccs3)c2O[C@H]1CN(C)Cc1ccc(C(F)(F)F)cc1	8	-9	1	-30	6	13	-6	-5	9	7	-3
COc1c2ccoc2nc2c(OC)c(OC[C@@H](O)C(C)(C)O)ccc12	-3	-7	-2	-9	3	-20	-7	-12	-1	-11	7
Cc1nc2cc(C(=O)OCC(=O)NC3CCS(=O)(=O)C3)ccc2n1-c1ccccc1 (stereo not drawn)	-14	-5	4	0	-3	-15	-17	-30	2	-5	-2
Cc1cccc(C)c1NC(=O)CN(C)CC(=O)Nc1ccc(F)c(Cl)c1	7	5	15	-3	7	2	-3	-9	19	2	30
Cc1ccc2nc(NCC(=O)O)nc(-c3ccccc3)c2c1	10	5	-3	-10	5	32	4	-1	28	3	12
O=P(c1ccccc1)(c1ccccc1)C(O)c1ccco1 (stereo not drawn)	-5	0	22	3	10	-16	4	1	5	-6	11
Cc1[nH]cnc1C(=O)N/N=C/c1ccc([N+](=O)[O-])s1	15	-8	-55	9	43	-8	-17	-25	-9	-4	-24
COc1cc(-c2nc3c[n+](CC(=O)c4ccccc4)ccc3n2C)cc(OC)c1OC	28	-3	15	1	-3	7	-16	-7	11	5	12
Cc1ccc(CN(C)C(=O)c2cc(COc3ccc(F)cc3Cl)on2)o1	-30	-31	-30	-2	6	-9	-7	-71	-9	7	-18
COc1ccc(/C(C)=N/OC/C(O)=C(\C#N)c2nc3ccccc3[nH]2)c(OC)c1	2	5	-10	12	-4	8	12	12	-5	4	10
Cc1onc(-c2c(F)cccc2Cl)c1C(=O)N(C)CCc1ccccn1	8	18	18	-1	1	8	11	-6	-12	1	3
C=C1CCC(O)C2(C)CCC3C(C)C(=O)OC3C12O (stereo not drawn)	1	-17	-3	-11	3	20	3	5	18	-2	-9

New compounds follow
SMILES	NR5A2 inv ag	SRC2 inh	SRC3 inh	KKLEB tox	TRAIL sens C8	TWEAK Fn14 block	NR2F2 inh	TROY signal inh	CF NFkB block	LMP1 NFkB inh	NCOA1 inh
CCCCn1c(N)c(N(CC(C)C)C(=O)COC(=O)Cc2cccc(OC)c2)c(=O)[nH]c1=O	-8	-18	4	-3	-3	-2	-11	-14	6	6	-4
CC(=O)Nc1ccc(Nc2cc(C)nc3ccccc23)cc1	-1	-3	-15	6	5	-5	0	-16	-5	-8	-26
O=c1[nH]cc(CCc2ccccc2)c(=O)[nH]1	-12	-22	-19	8	-15	7	-11	3	-10	-2	-4
CC1CN(C(=O)c2ccc(COc3ccccc3Br)o2)CC(C)O1 (stereo not drawn)	18	19	-10	3	-4	-13	10	-23	-4	-16	9
O=C(NC12CC3CC(CC(C3)C1)C2)OCCNC1CCCCC1	-2	-40	16	-10	17	1	6	-11	22	1	9
CN1CCN(C(=O)c2cn(-c3ccccc3)nc2-c2cccs2)CC1	5	-3	-4	3	5	-6	21	17	5	-7	-63
O=C(CSc1n[nH]c(-c2ccco2)n1)Nc1ccccc1Cl	24	-12	-3	1	1	0	14	-15	4	-6	2
COc1cc(/C=C(/C#N)C(=O)c2c(C)[nH]c3ccccc23)ccc1OCC#N	5	-3	-19	-5	5	7	8	36	18	-7	3
CCc1nn2c(=O)cc(COc3cccc(NC(=O)c4ccco4)c3)nc2s1	8	10	21	6	1	-17	-15	-9	4	6	-2
Cc1ccc(OCc2n[nH]c(=S)n2C2CCCCC2)cc1	15	13	10	-11	-6	0	2	-2	0	-2	-10
CSc1ncnc2c1ncn2CC(=O)C1CCC2C3CCC4=CC(=O)CCC4(C)C3CCC12C (stereo not drawn)	3	-5	48	0	40	105*	12	76*	13	28	51
CCc1ccc(NC(=O)CSc2nnc(COc3ccc4c(c3)CCCC4)o2)cc1	7	-24	13	-8	-5	-18	0	-22	10	0	1
CNc1ccccc1-n1ccc(-c2ccccc2)n1	-13	-34	-23	-1	-17	31	-23	-21	-7	-24	-13
Cc1ccc(CSCc2nnc(SCC(=O)N3CCN(c4ccccc4)CC3)n2C)cc1	12	22	25	-4	4	13	26	5	6	5	-5
COc1ccc(C2CC(=O)c3cnc(NC(=O)c4cccc(OC)c4)nc3C2)cc1 (stereo not drawn)	1	-15	-11	-5	6	15	6	14	8	0	0
Cc1ccc(C)c(-c2nn(-c3cc(N4CCN(CCO)CC4)ccc3[N+](=O)[O-])c(=O)c3ccccc23)c1	-35	9	11	-29	5	-32	-14	16	20	6	-9
Cc1ccccc1CNC(=O)C1CCC(=O)N(CC2CCCCC2)C1 (stereo not drawn)	-5	-9	15	2	5	-20	-8	3	-1	-6	1
Cc1nn(CCC(=O)NNC(=S)Nc2ccc([N+](=O)[O-])cc2)c(C)c1[N+](=O)[O-]	15	-34	23	8	2	-9	-12	9	7	-4	-8
O=C(CCCOc1ccc(Cl)cc1Cl)Nc1nnc(C2CC2)s1	-3	16	-9	-6	2	-13	-2	-26	8	-3	-7
CCOC(=O)N1CCN(C(=O)c2nn(-c3ccc(C)cc3)c(=O)c3c2c2ccccc2n3C)CC1	3	-7	-8	6	15	3	10	-12	-8	-11	-24
Cc1ccc(Nc2nc(N/N=C/c3c[nH]c4ccccc34)nc(N3CCOCC3)n2)cc1	-25	5	-29	-16	35	37	-23	27	13	-148	-25
CC(C)C[C@@H](CN1CCC[C@H]1CN1C(=O)C(=O)NC[C@@H]1Cc1ccc(O)cc1)N1C[C@H](Cc2ccccc2)N(CCc2ccccc2)C(=O)C1=O	-4	-4	nt	nt	-7	9	5	3	nt	nt	nt
O=C(OCC#CCSc1nnc(-c2cccc3ccccc23)o1)c1ccc2ccccc2c1	15	23	6	-4	23	-9	-15	-9	-4	27	-8
CCOc1ccc(Br)cc1S(=O)(=O)NCc1ccncc1	0	0	8	2	27	13	14	-2	10	2	-3
COC(=O)C(C)Sc1nc2c(cnn2-c2ccc(F)cc2)c(=O)[nH]1 (stereo not drawn)	0	-14	23	-11	1	2	-4	8	7	3	-27

Remaining list, next part:
SMILES	NR5A2 inv ag	SRC2 inh	SRC3 inh	KKLEB tox	TRAIL sens C8	TWEAK Fn14 block	NR2F2 inh	TROY signal inh	CF NFkB block	LMP1 NFkB inh	NCOA1 inh
O=C(Nc1ccc(Cl)c(Cl)c1)c1ccccc1NC(=O)C1CC=CCC1C(=O)O (stereo not drawn)	-143	-30	-66	4	-20	-19	-81	-69	-35	1	-56
COc1cc(C(=O)N2CCN(C(=O)c3cc(-c4ccccc4)n[nH]3)CC2)cc(OC)c1OC	-6	-9	17	-1	-31	-10	11	8	-1	-29	-6
CCCCNC(=O)Nc1nnc(SCC(=O)OCC)s1	6	-16	5	12	5	4	13	4	-8	-4	-14
CCCS(=O)(=O)N1CCCC(C(=O)NCc2ccco2)C1 (stereo not drawn)	3	-3	6	-7	4	16	12	24	-1	-9	-8
COC(=O)c1cc(C(=O)N2CCN(c3cccc(C)c3C)CC2)cc([N+](=O)[O-])c1	18	-6	-2	-19	3	2	7	2	15	7	14
Cc1ccc(S(=O)(=O)N(C)CC(=O)N2CCCCCC2)cc1	-9	10	-1	-12	10	-1	4	-12	0	-1	-23
CC(=O)Nc1ccccc1C(=O)C(=O)Nc1cccc(F)c1	-24	-26	-30	3	-6	-1	-11	0	-8	-10	-49
COc1ccc(N2CCN(C(=O)c3ccccc3NC(=O)C3=C(C)OCCS3)CC2)cc1	3	14	5	12	-5	-3	-15	4	-7	-5	-28
CCN(CC)C(=O)Cn1cc(S(=O)(=O)CC(=O)Nc2cc(C)on2)c2ccccc21	6	6	-6	9	8	7	-9	-10	8	-9	0
C#CCOCCOCCOCCNc1nc(N2CCN(C(=O)CCCCCCCCCCNC(=O)Cn3cc(CCCCCN)nn3)CC2)nc(N2CCN(C(=O)CCCCCCCCCCNC(=O)[C@@H](CCC(=O)O)n3cc(CCCCCN)nn3)CC2)n1	-28	nt	4	-2	13	-16	nt	-5	-7	2	-5
CN(C(=O)C1CCCN1S(=O)(=O)c1ccc(Cl)cc1)c1ccccc1 (stereo not drawn)	8	-5	-6	14	3	7	-17	14	-32	-5	-6
CCc1ccc(OCCNc2cc(N3CCNC(C)C3)ccc2[N+](=O)[O-])cc1 (stereo not drawn)	-9	0	-5	-36	20	-70	-21	-40	28	5	-5
Cc1cc(C)c(NC(=O)c2oc3ccccc3c2COc2ccccc2)c(C)c1	13	-25	8	0	-1	6	3	-8	11	-7	-10
CCN(CC(=O)Nc1ccc(NC(C)=O)cc1)C(=O)c1ccc2ccccc2c1	0	-21	-6	-12	14	-14	3	-26	11	0	-4
Fc1ccc(/C=N/Nc2ncnc3nc[nH]c23)cc1F	-31	-47	-55	10	4	8	-65	-51	-35	-8	-41
Oc1cccnc1Sc1cccc(C(F)(F)F)c1	9	0	17	-16	14	-9	1	10	11	-4	3
O=C(NCc1cccs1)C1CCCN(S(=O)(=O)c2cccc3cccnc23)C1 (stereo not drawn)	0	-2	14	7	0	9	-20	1	11	3	-20

A few values from the results shown:
Value for CN(C(=O)C1CCCN1S(=O)(=O)c1ccc(Cl)cc1)c1ccccc1 (stereo not drawn) in NCOA1 inh: -6
Value for CCCCn1c(N)c(N(CC(C)C)C(=O)COC(=O)Cc2cccc(OC)c2)c(=O)[nH]c1=O in TWEAK Fn14 block: -2

Compound activity as filed in PubChem BioAssay.
